# Screening results (PubChem BioAssay)
# KCNQ2 block – KCNQ2 potassium channel inhibitors, primary screen, cell-based, CHO-K1, FluxOR thallium flux, B-score (AID 2156); 20 min; hits give low values; B-score at 10 µM; 310,000 tested, 1.1% active;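 active = fluorescence ratio B-score at most minus 3 library SDs, with starting brightness B-score within 2 library SDs, cut at about -5.5 in these data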
# Kir21 inh – blocks the mouse Kir2.1 inward-rectifier potassium channel | P35561 | HEK293-Kir2.1, FluxOR thallium flux fluorescence; hits give low values | B-score at 10 µM | 310,000 tested, 0.85% active | AID 1672;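 active = fluorescence ratio B-score at or below minus 3 SD of library scores, with starting-brightness B-score within 2 SD, cut at about -4.2 in these data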;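 also: channel flux triggered by added potassium and thallium sulfate stimulus; B-score of peak minus minimum fluorescence over baseline after thallium stimulus; more negative B-score means stronger Kir2.1 block with less thallium influx; some compounds called inactive have numbers as strong as hits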
# Target sequence (P35561 whole entry, looked up): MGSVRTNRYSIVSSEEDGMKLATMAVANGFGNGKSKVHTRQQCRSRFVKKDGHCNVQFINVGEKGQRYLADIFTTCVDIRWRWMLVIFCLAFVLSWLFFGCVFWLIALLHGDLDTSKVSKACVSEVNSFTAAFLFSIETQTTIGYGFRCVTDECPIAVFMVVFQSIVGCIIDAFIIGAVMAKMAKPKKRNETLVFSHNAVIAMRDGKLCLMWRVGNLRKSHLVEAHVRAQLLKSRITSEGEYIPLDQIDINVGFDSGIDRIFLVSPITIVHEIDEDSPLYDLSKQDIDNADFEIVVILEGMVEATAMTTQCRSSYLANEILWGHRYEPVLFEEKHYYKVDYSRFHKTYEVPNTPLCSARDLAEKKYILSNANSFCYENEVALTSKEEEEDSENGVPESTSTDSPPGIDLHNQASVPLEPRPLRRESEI
# * hit, by the source's call; i = inactive; & = joins results of further samples.
SMILES,KCNQ2 block,Kir21 inh
COc1ccc(C2(O)CCN(CCCCOc3ccccc3)CC2)cc1,i,-0.59
COc1ccc2nc(C)cc(NCCN3CCOCC3)c2c1,i,1.1
Cc1ccc(CNC(=O)CCc2ccc(S(=O)(=O)NC3CCCCC3)cc2)cc1,i,0.05
Cc1ccc(/C=C/C(O)=C2/C(=O)N(C)C3(C)CC2c2ccccc2O3)cc1 (stereo unspecified),i,2
CCc1ccc(OCC(=O)Nc2ccc3c(c2)OCCO3)cc1,i,-4.7*
COc1cccc(NC(=O)c2ccc(NCCCN3CC(C)CC(C)C3)c([N+](=O)[O-])c2)c1 (stereo unspecified),i,0.99
O=C1c2ccccc2S(=O)(=O)c2cc(C(=O)N3CCN(c4ccc(Cl)cn4)CC3)ccc21,i,1.5
O=C1c2ccccc2NC(c2ccccn2)N1c1ccc(Cl)cc1 (stereo unspecified),i,1.2
Cc1ccc2nc(Nc3nc(C)cc(C(F)(F)F)n3)nc(C)c2c1,i,-0.34
COC(=O)c1cc2c(s1)-c1ccccc1CC2,i,-0.12
O=C(COC(=O)CSc1ccc([N+](=O)[O-])cc1)NC1CCCCCCC1,i,1.1
O=C(NCC1CCCO1)c1ccc2ccccc2n1 (stereo unspecified),i,0.62
COc1ccc(NC(=O)Nc2ccon2)cc1OC,i,-1.5
CCOC(=O)CSc1ncnc2c1cnn2-c1ccc(C)cc1C,i,-0.76
COc1ccc(OCc2nnc(SCC(=O)Nc3nnc(C4CC4)s3)n2C)cc1,i,0.62
O=C(Cc1cccs1)Nc1nnc(C2CC2)s1,i,0.63
C/C(=N\NC(=O)CN1CCN(Cc2ccccc2)CC1)c1cccs1,i,0.01
Cc1c(OCC(=O)NCc2cccnc2)ccc2c3c(c(=O)oc12)CCC3,i,-0.22
CC1S/C(=N/N=C/c2cccs2)NC1=O (stereo unspecified),i,0.84
CC(=O)NC1(C(F)(F)F)NC(=O)N(C2CCCCC2)C1=O (stereo unspecified),i,-0.56
CN(CCO)C(=O)C(c1ccccc1)c1ccccc1,i,2
CCCCC(=O)NCCc1cc2ccc(OC)cc2[nH]c1=O,i,-0.04
O=C(N/N=C/c1cccc2ccccc12)c1ccncc1,i,0.1
Cn1cc(CNC(=O)c2cc(-c3ccccc3)nc3ccc(Br)cc23)cn1,i,-1.1
O=S1(=O)N=C2CCCCCN2C(c2ccc(Cl)cc2)N1 (stereo unspecified),i,-1.3
CCc1ccc(OC2=NS(=O)(=O)c3ccccc32)cc1,i,0.6
COc1ccc(CCNC(=O)Cc2ccsc2)cc1,i,-1.6
COc1cc(CCC(=O)OCC(=O)NCc2ccc(Cl)cc2)cc(OC)c1OC,i,-4.4*
Cc1ccc(CN2CCNC(=O)C2CC(=O)O)cc1 (stereo unspecified),i,0.08
O=Nc1c(O)n(Cc2cccc(Cl)c2)c2ccccc12,i,-2.3
CN(C)c1cc(-c2ccc(Cl)cc2Cl)oc(=O)c1Cl,i,1.2
Cc1ccc(-c2nc(CS(=O)CC(=O)NCc3ccc(Cl)cc3)c(C)o2)cc1 (stereo unspecified),i,0.01
CCOc1ccc(NS(=O)(=O)c2cc(C(=O)NCC3CCCO3)ccc2Cl)cc1 (stereo unspecified),i,-3.5
CCOc1cc(C2Nc3cccc4cccc(c34)N2)ccc1O,i,0
O=C(Cn1cc([N+](=O)[O-])cn1)Nc1nc2ccccc2s1,i,0.56
Cc1cc(C)c(-c2c(O)c3ccccc3n(C)c2=O)c(C)c1,i,0.03
Cc1cc(C)nc(SCc2ccc(C(=O)N/N=C/c3ccc(C(=O)O)cc3)cc2)n1,i,-0.95
Cc1sc2ncnc(SCC(=O)NC(=O)c3cccn3C)c2c1C,i,0.19
Cc1ccc(C(N)=S)c(C)c1,i,-0.5
COc1ccc(NS(=O)(=O)c2cccc(NC(=O)c3ccccn3)c2)cc1,i,1.3

# Ordered by molar mass (falling): some entries from above
SMILES,KCNQ2 block,Kir21 inh
Cc1c(OCC(=O)NCc2cccnc2)ccc2c3c(c(=O)oc12)CCC3,i,-0.22
Cc1ccc2nc(Nc3nc(C)cc(C(F)(F)F)n3)nc(C)c2c1,i,-0.34
CN(CCO)C(=O)C(c1ccccc1)c1ccccc1,i,2

# Continued.
SMILES,KCNQ2 block,Kir21 inh
O=C(O)Cc1cc(C(=O)Nc2ccc(Br)cc2)sc1-c1ccccc1,i,-0.21
O=C(COC(=O)C1CSC2(c3ccc(F)cc3)CCC(=O)N12)NC(=O)NC1CCCC1 (stereo unspecified),i,0.52
Cc1ccc(NC(=O)c2ccoc2C)cc1C,i,2.2
Cc1cc(=O)oc2cc(OCC(=O)NCCc3ccccc3)ccc12,i,-0.65
CC(=O)N(C(C)=O)c1c(N2CCOCC2)c2ccccc2oc1=O,i,-0.04
CC(C)(C)[C@H]1C=C(C(=O)Nc2ccccc2)O[C@@H](OCCCCO)C1,i,2
Cc1ccc(C)c(-n2c(Cc3cc(=O)[nH]c(=O)[nH]3)nnc2SC(C)C)c1,i,-0.56
COc1ccc(CC(=O)NCC2CCCN(Cc3ccc(F)cc3F)C2)cc1 (stereo unspecified),i,-0.34
Cn1c(=O)[nH]c(=O)c2c1[nH]c(=S)n2Cc1ccccc1,i,-0.42
Cc1cc2ncn(/N=C/c3ccc4c(c3)OCO4)c2cc1C,i,0.17
CCC(CC)C(=O)N1N=C(c2ccc(NS(C)(=O)=O)cc2)CC1c1ccccc1 (stereo unspecified),i,0.44
COc1cc(NC(=O)CCC(=O)Nc2ccc3nc(N4CCOCC4)cc(C)c3c2)cc(OC)c1OC,i,0.82
CCn1c(Cc2c(C)[nH]c3ccccc23)nnc1SCC(=O)NCc1ccco1,i,0.39
CC1CCN(Cc2c(C(=O)N/N=C/c3ccc(OC(C)C)cc3)nnn2-c2nonc2N)CC1,i,0.3
COc1ccc(C(=O)NC2CCN(C(=S)Nc3cc(C)ccc3C)CC2)cc1,i,-0.07
COc1ccc(NC(=O)CCC(=O)Nc2nnc(C3CCCCC3)s2)c(OC)c1,i,0.62
CCOC(=O)N1CCN(c2cc(=O)n(Cc3ccc(F)cc3)c(=O)[nH]2)CC1,i,1.5
O=C(O)CC1S/C(=N\N=C2CCCCCCC2)N(c2ccccc2)C1=O (stereo unspecified),i,1.2
Cc1ccc2c(c1)[C@@H]1CN(C)CC[C@@H]1N2S(=O)(=O)c1ccc([N+](=O)[O-])cc1,i,-1.4
COc1cc(Nc2c3ccccc3nc3ccccc23)cc(OC)c1OC,i,0.58
CCC1Nc2ncnc(N3CCCCC3)c2N(Cc2ccccc2)C1=O (stereo unspecified),i,0.09
COC(=O)CC1C(=O)NCCN1C(=O)c1cc([N+](=O)[O-])ccc1Cl (stereo unspecified),i,0.28
COc1ccc(C2=NN(C(=O)CCC(=O)O)C(c3ccc(OC)c(OC)c3)C2)cc1 (stereo unspecified),i,0.24
CCOC(=O)c1c(-c2ccccc2)csc1NC(=O)COc1ccc2c(C)cc(=O)oc2c1,i,0.05
O=[N+]([O-])c1ccccc1OCCNCc1ccccc1,i,-1.8
CC(c1nc2ccccc2o1)N1C(=O)c2ccccc2C1=O (stereo unspecified),i,-1.4
CC(C)n1c(CSCc2ccc(Cl)cc2Cl)n[nH]c1=S,i,-4.5*
COc1cc(/C=C/c2nc(N)nc(-c3ccccc3O)n2)cc(OC)c1OC,i,-1.2
COc1cccc(CCc2nnc(N)s2)c1,i,-0.38
O=C(Nc1ccccc1Cl)C1CC(=O)n2c(nc3ccccc32)N1 (stereo unspecified),i,-0.34
Cc1ccc(S(=O)(=O)NCCC(C)C)cc1[N+](=O)[O-],i,-0.37
CCO[C@@H]1OC(C(=O)N2CCN(Cc3ccc4c(c3)OCO4)CC2)=C[C@H](C2CC2)[C@H]1CCCO,i,-0.42
NC(c1ccccc1)c1cccnc1 (stereo unspecified),i,0.49
Cn1nc(C(=O)N2CCN(c3ccccc3F)CC2)c2c1-c1ccccc1S(=O)(=O)C2,i,-0.03
COc1cc2c(cc1NS(=O)(=O)N1CCCC1)oc1ccccc12,i,0.12
Cc1cc(C(=O)COC(=O)Cn2c(C(F)(F)F)nc3ccccc32)c(C)n1Cc1ccco1,i,-0.61
O=C(C1CCN(S(=O)(=O)c2ccc3c(c2)OCCO3)CC1)N1CCc2ccccc21,i,-0.11
COC(=O)c1ccc(N=Nc2ccccc2)cc1,i,-1
COc1ccc(N2CCN(C(=O)COc3ccc4ccccc4c3)CC2)cc1,i,1.1
CNC(=O)c1[nH]cnc1C(=O)N[C@@H](Cc1ccccc1)C(=O)OC(C)(C)C,i,0.88

# Reformatted with values ahead of the structure: entries from further up.
KCNQ2 block,Kir21 inh,Molecule
i,-0.5,Cc1ccc(C(N)=S)c(C)c1
i,1.3,COc1ccc(NS(=O)(=O)c2cccc(NC(=O)c3ccccn3)c2)cc1
i,-0.21,O=C(O)Cc1cc(C(=O)Nc2ccc(Br)cc2)sc1-c1ccccc1
i,0.52,O=C(COC(=O)C1CSC2(c3ccc(F)cc3)CCC(=O)N12)NC(=O)NC1CCCC1 (stereo unspecified)

# Remaining list, next part
SMILES,KCNQ2 block,Kir21 inh
CC1Cc2cc(/C(O)=C3/C(=O)C(=O)N(CCCn4ccnc4)C3c3cccc([N+](=O)[O-])c3)ccc2O1 (stereo unspecified),i,0.16
C/C(CC(=O)Nc1ccc([N+](=O)[O-])cc1)=N\NC(=O)c1ccccc1O,i,0.9
COc1cccc(CN2CC(C(=O)NCCCn3cccn3)CCC2=O)c1 (stereo unspecified),i,3.7
Cc1ccc(NC2=NCC(=O)N2C2CCCC2)cc1,i,0.25
Cc1onc(-c2ccccc2)c1C(=O)N(Cc1ccccc1)C(C)C,i,-0.4
COc1ccc(OCC(O)CNc2ccc(Br)cc2)cc1 (stereo unspecified),i,0.91
CC(C)CCNCC(O)CON=C1c2ccccc2-c2ccccc21 (stereo unspecified),i,-4.5*
COC(=O)c1ccc(CSc2nnc(Nc3ccccc3OC)s2)o1,i,-2.7
COc1cc(/C(C)=N/NC(=O)CSc2nncn2C)ccc1OCc1ccccc1Cl,i,0.25
C=CCn1c(C)cc(C)c(C#N)c1=O,i,-0.82
Cc1ccnc(NS(=O)(=O)c2cc(C(F)(F)F)ccc2Cl)c1,i,-1.8
O=C1c2ccccc2C(=O)N1CCCc1nc2ccccc2c(=O)n1CCCn1ccnc1,i,-0.02
NC(=O)c1cccn1-c1ncc(C(F)(F)F)cc1Cl,i,-2
O=C(Nc1ccc([N+](=O)[O-])cc1)c1cc(Cl)sc1Cl,i,-0.79
C=CCSc1ccccc1C(=O)Nc1ncn[nH]1,i,0.44
CC(C)(C)C(=O)O/N=C(\N)c1ccc(Oc2cc(Cl)cc(Cl)c2)c([N+](=O)[O-])c1,i,0.15
O=[N+]([O-])c1cc([N+](=O)[O-])c(Oc2cc(F)ccc2F)cc1NN1CCCCC1,i,-0.66
O=C(CNC(=O)N1CC(=O)Nc2ccccc21)Nc1ccc(F)c(Cl)c1,i,0.16
Cc1ccc2nc(-c3ccc(-c4cccc(Cl)c4)cc3)c(NCc3ccccc3)n2c1,i,-1
COc1ccccc1Oc1ccc(N2CC(C(=O)OCC(=O)c3ccccc3)CC2=O)cc1 (stereo unspecified),i,1.6
O=C(C1=NN[C@@H]2C(=O)N(c3cccc(C(F)(F)F)c3)C(=O)[C@H]12)C(c1ccccc1)c1ccccc1,i,1.2
COc1ccc(C(=O)Nc2ccc3c(c2)C(=O)c2ccccc2C3=O)cc1OC,i,-0.09
CCCCS(=O)(=O)N1CCCC(C(=O)NCCc2ccccc2)C1 (stereo unspecified),i,-0.28
CN(C)Cc1nc2ccccc2c(=O)n1CC#N,i,-0.03
CC(C)C(C(=O)NCC1CCCO1)N(Cc1ccccc1)C(=O)CNS(=O)(=O)c1ccccc1 (stereo unspecified),i,0.84
COC(=O)c1c(-c2c(Cl)cccc2Cl)noc1NC(=O)N(C)C,i,-0.25
Nc1ccc(S(=O)(=O)N2CCCC2)cc1,i,0.52
CCCc1cc(C(=O)NNC(=S)NCC2CCCO2)cs1 (stereo unspecified),i,0.97
Cc1nn(Cc2ccc(F)cc2)c2sc(C(=O)Nc3ccccc3N3CCOCC3)cc12,i,-1.6
O=C(CCCOc1ccc(Cl)cc1)Nc1ccc(N2CCOCC2)cc1,i,2
COc1cc(Br)c(C(C)NC(=O)c2ccccc2)cc1OC (stereo unspecified),i,-0.07
CC(C)(C)NC(=O)N1CCN(c2nc(-c3ccccc3)ns2)CC1,i,-0.68
N#C/C(=C\C=C\c1ccccc1)c1nc(-c2ccc(Cl)cc2)cs1,i,-0.05
CCN(CCCNC(=O)COc1cc(=O)n(C)c2ccccc12)c1ccccc1,i,-2.6
CCOC(=O)NC1c2ccccc2Oc2ccccc21,i,-0.21
O=C(NC1CCS(=O)(=O)C1)c1cccc(S(=O)(=O)N2CCCCC2)c1 (stereo unspecified),i,1.2
CCN(CC(=O)Nc1c(F)cccc1F)C(=O)CCNS(=O)(=O)c1ccc(C)c(C)c1,i,0.03
Cc1cc(OC(=O)N2CCCCC2)cc(C)c1Cl,i,1.4
CC(NC(=O)C1CCN(c2nnc(N3CCCC3=O)s2)CC1)c1ccccc1 (stereo unspecified),i,-0.55
COc1ccc(-c2nc(-c3ccccn3)no2)cc1,i,0.02
Clc1cccc(Cl)c1NC1=NCCN1,i,-0.21
COc1ccccc1Nc1nc(C)cs1,i,0.08&0.33

# Already shown: an excerpt of the list.
SMILES,KCNQ2 block,Kir21 inh
O=C1c2ccccc2NC(c2ccccn2)N1c1ccc(Cl)cc1 (stereo unspecified),i,1.2
Cc1ccc2nc(Nc3nc(C)cc(C(F)(F)F)n3)nc(C)c2c1,i,-0.34
COC(=O)c1cc2c(s1)-c1ccccc1CC2,i,-0.12
O=C(COC(=O)CSc1ccc([N+](=O)[O-])cc1)NC1CCCCCCC1,i,1.1
O=C(NCC1CCCO1)c1ccc2ccccc2n1 (stereo unspecified),i,0.62
COc1ccc(NC(=O)Nc2ccon2)cc1OC,i,-1.5

# Compounds were not picked by outcome; about 1.9% have a hit in one of these screens.
